STEP block – STEP phosphatase inhibitors, primary screen, biochemical, fluorescence intensity, uHTS. recombinant STEP, OMFP fluorogenic substrate. inhibition, % at 20 µM. actives 0.25% (n = 360,000);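 active = inhibition at 20 µM, scaled per plate between control wells, above about 37%, limit read from the data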;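 note: 0% = DMSO with enzyme and substrate and 100% = substrate only without enzyme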
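Assay system: isolated STEP enzyme. Buffer or medium: pH 6.0 Bis-Tris with DTT and Tween 20. Also added: fluorogenic phosphatase substrate OMFP at 25 µM final. Dosing: 20 µM, 1% DMSO. Timing: 20 min reaction, room temperature, in the dark. Measured by: fluorescence intensity, excitation 480 nm, emission 540 nm. Evaluation: normalized % inhibition.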
Tb MetRS inh – T. brucei MetRS inhibitors, primary screen, biochemical, luminescence | actives 0.4% (n = 360,000) | purified T. brucei MetRS, ATP depletion, Kinase-Glo luminescence | inhibition, % at 11.9 µM | methionyl-tRNA synthetase (Trypanosoma brucei brucei) | AID 624268, 2012;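 active = inhibition above a per-plate cutoff of the control wells' mean inhibition plus 3 SD, cut at about 5.5% in these data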;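 note: 0% = DMSO wells median and 100% = median of wells with control inhibitor compound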
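technique = Kinase-Glo luminescence, ATP depletion format | system = purified MetRS (methionyl-tRNA synthetase) enzyme from Trypanosoma brucei | timing = 15 min preincubation, 2 h reaction, all 25 °C | evaluation = percent inhibition versus plate control medians | dosing = single dose, 11.9 µM final nominal, 0.9% final DMSO | also added = substrates ATP, L-methionine and bulk Escherichia coli tRNA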
LMPTP block – LMPTP phosphatase inhibitors, primary screen, biochemical, fluorescence intensity, uHTS. Low molecular weight phosphotyrosine protein phosphatase (Homo sapiens), P24666. inhibition, % at 20 µM. AID 651560, 2012. actives 0.22% (n = 360,000). recombinant LMPTP-A, OMFP fluorogenic substrate;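 active = compounds that cut the enzyme signal by at least half of the control window in the single-dose screen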;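 note: plate controls were DMSO wells with enzyme plus substrate for no effect and substrate without enzyme for full effect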
Target sequence (P24666 whole entry, looked up): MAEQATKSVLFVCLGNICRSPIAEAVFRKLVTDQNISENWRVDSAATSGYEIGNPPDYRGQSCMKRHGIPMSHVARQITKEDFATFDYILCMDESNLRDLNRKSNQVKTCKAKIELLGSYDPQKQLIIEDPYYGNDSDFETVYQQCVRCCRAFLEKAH
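Test system – LMPTP-A enzyme · Amount – LMPTP-A at 0.625 nM final in the reaction · Buffer or medium – Bis-Tris pH 6.0, DTT, detergent · Reagent – OMFP 400 µM · Doses – single 20 µM dose · Schedule – reaction 50 min, room temperature, dark · Detection – fluorescence intensity of OMFP turnover product · Evaluation – percent inhibition versus substrate-only and uninhibited controls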
Scp1 inh – Scp-1 phosphatase inhibitors, primary screen, biochemical, colorimetric, uHTS. Carboxy-terminal domain RNA polymerase II polypeptide A small phosphatase 1 (Homo …. Recombinant Scp1, phosphopeptide, malachite green phosphate absorbance. inhibition, % at 20 µM. actives 0.88% (n = 340,000);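 active = inhibition above about 50% at 20 µM, limit read from the data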;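 note: plate controls were DMSO wells with enzyme for no effect and wells lacking enzyme for full effect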
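Test system: SCP-1 phosphatase catalytic domain, residues 76-261; measured by: colorimetric phosphate reagent with accelerator and stabiliser, absorbance at 630 nm; timing: enzyme reaction 45 min at room temperature, colour 5 min, stabilisation 30 min; also added: Phosphorylated 17-residue peptide substrate; compound dosing: one concentration, 20 µM, with 1.0% DMSO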
CSN deneddyl inh – inhibitors of CSN-mediated cullin deneddylation, primary screen, biochemical, fluorescence polarization, uHTS; COP9 signalosome complex subunit 5 (Homo sapiens), Q92905; Purified CSN, SCF-Nedd8-OG deneddylation; inhibition, % at 12.5 µM; actives 0.38% (n = 360,000); AID 651999, 2013;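 active = pattern-corrected inhibition above about 35%, with an unprinted fluorescence ratio check between 0.5 and 1.5, limit read from the data, passing the limit was not always enough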;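 note: 0% = enzyme with substrate and 100% = substrate without enzyme; some results filed as inactive read as strong as hits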
Target sequence (Q92905 whole entry, looked up, one chain of several): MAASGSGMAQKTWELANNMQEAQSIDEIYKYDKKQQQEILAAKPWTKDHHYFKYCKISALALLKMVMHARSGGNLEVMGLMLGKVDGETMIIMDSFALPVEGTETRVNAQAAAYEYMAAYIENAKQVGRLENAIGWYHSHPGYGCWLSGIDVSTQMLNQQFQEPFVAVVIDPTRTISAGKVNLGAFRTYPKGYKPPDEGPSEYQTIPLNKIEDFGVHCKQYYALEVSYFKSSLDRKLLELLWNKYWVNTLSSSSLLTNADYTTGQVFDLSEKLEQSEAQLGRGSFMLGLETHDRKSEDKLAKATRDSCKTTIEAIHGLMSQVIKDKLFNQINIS
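Detection – fluorescence polarization · System – HEK293T-derived human Csn5 enzyme · Controls – substrate-only high control, full reaction low control · Timing – 90 min, room temperature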
SUMO1 PPI mod – modulators of SUMO1 protein-protein interactions, primary screen, biochemical, uHTS; Small ubiquitin-related modifier 1 (Homo sapiens), P63165; SUMO1 binding to a labelled peptide, TR-FRET, 1 h; inhibition, % at 20 µM; actives 0.33% (n = 360,000); AID 602429, 2012; in the data active = inhibition above about 37%
Target sequence (P63165 whole entry, looked up): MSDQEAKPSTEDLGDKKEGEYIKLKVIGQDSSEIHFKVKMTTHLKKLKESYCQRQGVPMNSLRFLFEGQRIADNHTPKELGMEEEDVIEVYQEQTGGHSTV
DNMT1 block – human DNMT1 methyltransferase inhibitors, primary screen, biochemical, molecular beacon, fluorescence, HinP1I cleavage, uHTS; DNA (cytosine-5)-methyltransferase 1 (Homo sapiens), P26358; inhibition (reported as % activation of signal), % at 10 µM; actives 0.83% (n = 360,000); AID 588458, 2011; in the data active = inhibition above about 50%
Rpn11 block – Rpn11 (PSMD14) deubiquitinase inhibitors, primary screen, biochemical, fluorescence polarization, uHTS; calls only at 20 µM; actives 0.59% (n = 360,000); human 26S proteasome, Ub4-pepOG fluorescence polarization; 20S core pre-blocked with epoxomicin; 26S proteasome non-ATPase regulatory subunit 14 (Homo sapiens), O00487;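 active = inhibition at 20 µM, scaled to each plate's controls, above about 33%, limit read from the data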
Target sequence (O00487 whole entry, looked up): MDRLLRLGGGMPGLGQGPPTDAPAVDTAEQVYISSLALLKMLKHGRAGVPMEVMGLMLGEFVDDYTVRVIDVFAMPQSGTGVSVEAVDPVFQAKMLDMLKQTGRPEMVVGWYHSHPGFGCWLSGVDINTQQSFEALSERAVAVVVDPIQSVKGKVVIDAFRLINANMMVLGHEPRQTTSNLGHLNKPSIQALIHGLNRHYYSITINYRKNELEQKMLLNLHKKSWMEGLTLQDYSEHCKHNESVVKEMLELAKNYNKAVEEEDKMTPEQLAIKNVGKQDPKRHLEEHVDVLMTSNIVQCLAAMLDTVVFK
PABP1 MLLE inh – inhibitors of PABP1 MLLE–PAM2 peptide binding, primary screen, biochemical, fluorescence polarization, FITC-PAM2, GST-MLLE. inhibition, % at 20 µM. actives 0.36% (n = 360,000). Polyadenylate-binding protein 1 (Homo sapiens), P11940; in the data active = inhibition above about 35%, passing the limit was not always enough;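 note: plate controls were DMSO wells with GST-MLLE for no effect and wells lacking GST-MLLE protein for full effect; some results filed as inactive read as strong as hits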
NadD inh – inhibitors of S. aureus NadD, primary screen, biochemical, colorimetric, uHTS; AID 602399, 2012; Nicotinate-nucleotide adenylyltransferase NadD (Staphylococcus aureus N315); inhibition, % at 20 µM; purified NadD enzyme, colorimetric absorbance read-out; actives 0.78% (n = 360,000); in the data active = inhibition above about 26%; note: some compounds past the cut are filed as inactive
Starred values were filed as active, the others as inactive; i = inactive; · = not tested or not shown; + = active, no number.

(1) S=C(NCc1cccs1)Nc1ccc(Br)cc1Cl
(2) O=C(OCc1ccc([N+](=O)[O-])cc1)c1cc(S(=O)(=O)N2CCCCC2)ccc1N1CCOCC1
(3) CCCC(=O)N1c2ccccc2NC2=C(C(=O)CCC2)C1c1ccc(F)cc1 (stereo not drawn)
(4) O=C(O)Cc1c(-c2ccccc2Cl)c2cc(Br)ccc2[nH]c1=O
(5) CCN1C(=O)C2(Nc3ccccc3-c3nc4ccccc4n32)c2cc(OC)ccc21 (stereo not drawn)
(6) Cc1ccc([C@@H]2CC=C(C(=O)O)[C@H](c3ccccc3F)N2S(=O)(=O)c2ccc(C)cc2)cc1
(7) COc1cccc(NC(=O)CN(C)C(=O)c2ccc(NC(=O)CC3SC(N4CCCCC4)=NC3=O)cc2)c1 (stereo not drawn)
(8) CC(C)[C@H](NS(=O)(=O)c1ccccc1)C(=O)OCC(=O)N1N=C(c2ccc(Cl)cc2)CC1c1ccco1 (stereo partly drawn)
Assay by compound,1,2,3,4,5,6,7,8
STEP block,1,4,-1,0,4,0,-1,0
Tb MetRS inh,0.3,-0.2,-0.1,-0.1,1.7,0.7,-0.1,0.1
LMPTP block,1.1,2.9,-0.9,-1.6,1.7,-0.1,-9.4,0.9
Scp1 inh,-9,-5,17,18,-7,-2,-8,-7
CSN deneddyl inh,-1,0,0,-1,-1,-1,0,4
SUMO1 PPI mod,1,-10,0,2,6,3,-94,6
DNMT1 block,0,-3,6,1,-4,6,-7,-8
Rpn11 block,i,i,i,i,i,i,i,i
PABP1 MLLE inh,22,-18,-4,2,-12,-24,12,-19
NadD inh,-3,-1,-6,-4,13,3,18,29

(9) CSc1cccc(NC(=O)CCCn2c(=O)c3cccn3c3cccnc32)c1
(10) Cn1ncc2c(Nc3ccccc3Cl)nc(Nc3ccccc3Cl)nc21
(11) CCN1CCN(CC(=O)Nc2ccc3c(c2)OCCO3)C(=O)C1=O
(12) Cc1cccc(CNCc2ccccc2)c1
(13) CCOC(=O)c1c(NS(=O)(=O)Cc2ccccc2)sc2c1CCCC2
(14) CC(=O)Nc1ccc(Nc2nnc(-c3ccc(C)c(S(=O)(=O)NCC4CCCO4)c3)c3ccccc23)cc1 (stereo not drawn)
(15) O=C(c1ccc([N+](=O)[O-])cc1)N1CCN=C1SCc1ccccc1
(16) CCCCc1nnc(NC(=O)CN2C(=O)C3CCCCC3C2=O)s1 (stereo not drawn)
Assay by compound,9,10,11,12,13,14,15,16
STEP block,5,-3,-2,-2,1,8,-2,-3
Tb MetRS inh,0.3,0.4,-0.7,0.1,0.1,0.1,-0.4,-0.5
LMPTP block,-0.8,5.3,-1.0,-0.9,2.6,-1.5,0.3,-0.2
Scp1 inh,-8,-7,3,-5,-11,2,-7,-4
CSN deneddyl inh,-4,0,-1,-8,-1,-4,5,2
SUMO1 PPI mod,1,-8,0,0,3,2,-29,3
DNMT1 block,-5,-18,-4,0,6,3,-1,0
Rpn11 block,i,i,i,i,i,i,i,i
PABP1 MLLE inh,-9,0,19,1,8,1,2,9
NadD inh,-7,-8,-3,2,1,-5,3,-3

(17) CC(C)(C)c1ccc(OCC(=O)NNC(=O)CCc2ccccc2)cc1
(18) CCCCCCNC(=O)c1ccc(Br)o1
(19) CCOc1ccc(CNS(=O)(=O)c2cccs2)cc1OCC
(20) COc1ccccc1NC(=O)CSCC(N)=O
(21) Cc1nnc(SCC(=O)NC(=O)Nc2ccc3c(c2)OCCO3)s1
(22) COc1ccc(C=O)cc1Oc1nc(Cl)ncc1F
(23) O=S(=O)(NCc1ccco1)c1cccc(S(=O)(=O)N2CCCCC2)c1
(24) COc1ccc(NC(=O)c2c(NC(=O)CCC(=O)O)sc(-c3ccccc3)c2C)cc1
Assay by compound,17,18,19,20,21,22,23,24
STEP block,-1,-2,-1,-1,-2,-2,0,2
Tb MetRS inh,0.2,-0.3,-0.3,-0.8,0.2,-0.5,-0.2,-0.4
LMPTP block,-0.6,-1.8,-0.8,-1.3,-1.6,-1.3,-0.3,0.8
Scp1 inh,-4,-2,-12,0,2,1,-8,-10
CSN deneddyl inh,-2,-5,4,1,4,-4,5,6
SUMO1 PPI mod,-1,-9,4,-2,1,0,0,12
DNMT1 block,-2,2,0,5,1,1,-1,2
Rpn11 block,i,i,i,i,i,i,i,i
PABP1 MLLE inh,-6,-4,4,31,3,4,1,29
NadD inh,-6,-3,1,-2,1,-7,3,7

(25) COc1ccc(OC)c(NC(=O)CC2C(=O)NCCN2C(=O)Nc2cccc(Cl)c2)c1 (stereo not drawn)
(26) COc1ccc(S(=O)(=O)N2CCOC2CNC(=O)C(=O)NCCc2ccccc2)cc1OC (stereo not drawn)
(27) NNC(=O)CC1=NNC(=O)C1
(28) O=C(CCNC(=O)c1ccco1)Nc1ccc(Cl)cc1F
(29) CCOC1=C2CN(S(=O)(=O)c3ccc(C)cc3)[C@H](c3ccccc3)C[C@H]2[C@H]2C(=O)N(c3ccccc3)C(=O)[C@H]2C1
(30) O=C(NC(=S)NC1CCSC1=O)c1ccccc1F (stereo not drawn)
(31) CCOc1ccc(NC(=O)C(CC)n2nc(C)c3c(C)n(-c4ccccc4)nc3c2=O)cc1 (stereo not drawn)
(32) C=CCNC(=O)CN1c2cccc3cccc(c23)S1(=O)=O
Assay by compound,25,26,27,28,29,30,31,32
STEP block,-2,4,0,0,4,-2,2,0
Tb MetRS inh,-0.5,-0.2,-0.4,-0.1,-0.2,0.0,-0.3,-0.6
LMPTP block,0.5,0.2,-3.2,0.1,1.5,-1.1,-1.9,0.2
Scp1 inh,3,2,-2,-6,·,-5,10,-4
CSN deneddyl inh,-5,4,1,5,2,0,0,-1
SUMO1 PPI mod,1,-3,-1,1,5,1,4,-4
DNMT1 block,1,-2,-2,0,-5,3,0,-6
Rpn11 block,i,i,i,i,i,i,i,i
PABP1 MLLE inh,4,4,14,-10,2,22,-5,-11
NadD inh,-4,0,1,3,9,1,1,-1

(33) Cc1ccc(N(Cc2ccccc2)C(=O)c2cccc(S(=O)(=O)N3CCN(C)CC3)c2)cc1
(34) Cn1ncc2c(NNC(=O)c3ccc(Cl)c(Cl)c3)ncnc21
(35) Cn1nc(C(=O)OCC(=O)Nc2ccc(SC(F)F)cc2)c2ccccc2c1=O
(36) COc1ccc(CC(=O)Nc2cccc(-c3cn4ccccc4n3)c2)cc1
(37) CN(C)CCn1c(NCc2ccc3c(c2)OCO3)nc2ccccc21
(38) COc1cc(S(=O)(=O)NCc2ccccc2)ccc1-n1cnnn1
(39) COc1ccccc1NC(=O)N1CCCC(C(=O)Nc2cccc(C)c2C)C1 (stereo not drawn)
(40) CCC(=O)N1CCC1(C)C(=O)Nc1cc(-c2ccccc2)nn1C (stereo not drawn)
Assay by compound,33,34,35,36,37,38,39,40
STEP block,0,1,1,0,-5,0,2,-4
Tb MetRS inh,-0.2,1.6,0.4,-0.1,-1.4,0.4,-0.5,-0.2
LMPTP block,-8.6,-2.0,1.6,2.7,1.8,-0.8,-0.9,1.1
Scp1 inh,-4,-11,-13,5,-3,-10,6,·
CSN deneddyl inh,-2,-5,0,-4,7,4,-2,-2
SUMO1 PPI mod,-33,0,-11,2,-1,1,1,5
DNMT1 block,-2,0,-1,-1,-1,-2,-2,-4
Rpn11 block,i,i,i,i,i,i,i,i
PABP1 MLLE inh,-6,-59,17,-21,-4,8,4,3
NadD inh,-5,-4,-9,-4,-11,9,3,1

Fetched by structure from the entries so far, 2 records:
(10) Cn1ncc2c(Nc3ccccc3Cl)nc(Nc3ccccc3Cl)nc21
(24) COc1ccc(NC(=O)c2c(NC(=O)CCC(=O)O)sc(-c3ccccc3)c2C)cc1
Assay by compound,10,24
STEP block,-3,2
Tb MetRS inh,0.4,-0.4
LMPTP block,5.3,0.8
Scp1 inh,-7,-10
CSN deneddyl inh,0,6
SUMO1 PPI mod,-8,12
DNMT1 block,-18,2
Rpn11 block,i,i
PABP1 MLLE inh,0,29
NadD inh,-8,7

More compounds:
(41) Cc1ccc(NC(=O)CN(C)C(=O)COc2c(Cl)cc(Cl)c3ccc(C)nc23)cc1
(42) Nc1ncc(Br)cc1S(=O)(=O)NCCC(=O)N1CCN(c2ncccn2)CC1
(43) CCN(CC)c1ccc(/C=N/NC(=O)c2cccc(S(=O)(=O)Nc3ccccc3OC)c2)cc1
(44) CC1CN(C(=O)c2cccc(S(=O)(=O)Nc3ccc(Cl)cc3)c2)CC(C)O1 (stereo not drawn)
(45) O=C(COC(=O)c1cc(=O)c2ccccc2o1)NC1CCCC1
(46) c1cnc2c(OCc3nc4ccccc4[nH]3)cccc2c1
Assay by compound,41,42,43,44,45,46
STEP block,1,0,6,-2,-3,-1
Tb MetRS inh,0.6,-0.7,-0.6,-0.4,-0.8,4.0
LMPTP block,0.4,-2.3,2.2,1.8,-0.9,0.6
Scp1 inh,12,-7,-3,-5,-3,-1
CSN deneddyl inh,-3,-5,14,0,-1,6
SUMO1 PPI mod,3,-2,-8,3,-4,3
DNMT1 block,-4,0,-8,2,2,-1
Rpn11 block,i,i,+,i,i,i
PABP1 MLLE inh,-9,-11,4,7,15,-14
NadD inh,8,0,16,-10,-1,1

2 of the compounds above, with two lines to a compound.
Values run as follows: STEP block	Tb MetRS inh	LMPTP block	Scp1 inh	CSN deneddyl inh	SUMO1 PPI mod	DNMT1 block	Rpn11 block	PABP1 MLLE inh	NadD inh
21	Cc1nnc(SCC(=O)NC(=O)Nc2ccc3c(c2)OCCO3)s1
 : -2	0.2	-1.6	2	4	1	1	i	3	1
6	Cc1ccc([C@@H]2CC=C(C(=O)O)[C@H](c3ccccc3F)N2S(=O)(=O)c2ccc(C)cc2)cc1
 : 0	0.7	-0.1	-2	-1	3	6	i	-24	3

Assay outcomes: PubChem, several laboratories
